PMI inhibition – human PMI inhibitors, high substrate, primary screen, biochemical, fluorescence intensity, high mannose 6-phosphate (AID 1220); recombinant PMI enzyme, coupled fluorescence intensity; higher % means a stronger effect; inhibition, % at 20 µM, or IC50 in µM where a hit was titrated; 0.66% of 190,000 active
T cell modulator – modulators of CD8 T cell-vesicle binding, primary screen, mouse 2C CD8+ T cells, flow cytometry; 2C CD8+ T cell-vesicle binding; hits give low values; AID 2052, 2009; 0.068% of 330,000 active; calls only at 7 µM;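 active = response, share of CD8 T cells binding vesicles, and their 90th percentile fluorescence all below set limits, cut at about 80% in these data, passing the limit was not always enough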
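incubation = binding step 1.5 h, 37 °C, antibody labelling 20 min, ice | test system = 2C mouse CD8+ T cells | read-out basis = percent CD8+ FL2 mean versus row control | controls = Peptide-free naked vesicles (low) and QL9 vesicles with 0.7% DMSO vehicle (high) | detection = flow cytometry of vesicle-bound cells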
TNAP activators – human TNAP enzyme activators, primary screen, biochemical, luminescent, no phosphate acceptor, uHTS (AID 1001); Alkaline phosphatase, tissue-nonspecific isozyme (Homo sapiens); one-dose activation fold at 20 µM; EC50 in µM for titrated hits; purified TNAP, luminescent activation assay, no phosphate acceptor; higher activation fold means a stronger effect; 0.03% of 200,000 active; in the data active = activation fold from about 3, or a potency from the dose series; inactive = the rest, 99 in 100 with activation fold below about 1.6; note: many of its hits are not listed in these tables
P. falciparum M17LAP – P. falciparum M17LAP inhibitors, primary screen, biochemical, fluorogenic H-Leu-NHMec substrate, 1536-well (AID 1619); inhibition, % at 30 µM, or IC50 in µM where a hit was titrated; recombinant M17LAP, H-Leu-NHMec fluorogenic kinetic assay; higher % means a stronger effect; 0.38% of 220,000 active;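 active = compound inhibiting the enzyme by more than half at any dose during confirmatory dose-response retesting; inconclusive = strong single-dose inhibitors picked by rank but not retested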;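 note: plate controls were full reaction with DMSO carrier for no effect and no enzyme background for full effect; strong numbers were not always called active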
PMI inhibitors – inhibitors of human PMI, primary screen, biochemical, fluorescence intensity, coupled assay (AID 1209) | Mannose-6-phosphate isomerase (Homo sapiens) | purified PMI enzyme, coupled fluorescence intensity; higher % means a stronger effect | inhibition, % at 20 µM; hits with a dose series show IC50 in µM | 0.42% of 190,000 active;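 note: plate controls were DMSO vehicle for no effect and wells lacking substrate for full effect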
RSV antiviral HEp-2 – RSV antiviral activity via CPE protection, HEp-2 cells, primary 10 µM value included (AID 2391); 0.13% of 310,000 active; HEp-2 cells, RSV-induced CPE inhibition; higher % means a stronger effect; CPE inhibition, % at 10 µM, or IC50 in µM where a hit was titrated; in the data active = a potency from the dose series; inconclusive = CPE inhibition mostly from about 23% at the one dose, without a potency; inactive = the rest, 99 in 100 with CPE inhibition below about 21%; note: strong numbers were not always called active
West Nile virus CPE – West Nile virus antiviral activity, cell-based, CPE readout (AID 1621). West Nile virus-infected cells, CPE inhibition; higher % means a stronger effect. one-dose CPE inhibition, % at 10 µM; IC50 in µM for titrated hits. 0.02% of 290,000 active; in the data active = a potency from the dose series; inconclusive = CPE inhibition mostly from about 3.7% at the one dose, without a potency; inactive = the rest, 99 in 100 with CPE inhibition below about 2.2%; note: strong numbers were not always called active
UTI89 phage lysis – inhibition of K1F phage lysis, E. coli UTI89, bacterial capsule biogenesis inhibitors, alamar blue (AID 488966); E. coli UTI89 K1F phage lysis, alamar blue, 2 h; higher % means a stronger effect; inhibition, % at 100 µM, or IC50 in µM where a hit was titrated; 0.02% of 340,000 active;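 active = phage lysis inhibition, versus mean bacterial control, above a set limit; inconclusive = no clear call, values can overlap the other calls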;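 note: capsule biogenesis inhibitors block K1F phage lysis so surviving cells raise fluorescence; higher fluorescence means more inhibition of phage lysis; actives were called in the ten point dose series up to 300 µM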
M1AAP inhibition – P. falciparum M1AAP inhibitors, biochemical, fluorogenic H-Leu-NHMec substrate, 1536-well (AID 1445) | one-dose inhibition, % at 30 µM; IC50 in µM for titrated hits | 0.42% of 220,000 active | Aminopeptidase N (Plasmodium falciparum (isolate 3D7)) | recombinant M1AAP, H-Leu-NHMec fluorogenic kinetic assay; higher % means a stronger effect;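 active = primary inhibition above the hit cutoff, then over 50% inhibition at one or more dose response concentrations, cut at about 23% in these data, passing the limit was not always enough; inconclusive = conflicting primary data, or primary hits not chosen for dose response; inactive = low primary inhibition, or under 50% at every dose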;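 note: plate controls were DMSO full reaction for no effect and no enzyme background for full effect; strong numbers were not always called active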
T cell modulator vesicle-bound % – recorded beside T cell modulator, whose call it bears; double positive events, %; measured here: CD8+ vesicle-bound cell fraction;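 binding gate set so that unloaded-vesicle control wells show 10% double positive cells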
Active calls of the source: *; i = inactive; ? = inconclusive; · = not tested or not shown; [ ] = dose if it differs, or a comment. Cut-off read from the data, not from the text of the source, unless noted: active = inhibition above about 50%; inactive = the rest.

Results follow in this order: T cell modulator vesicle-bound %	T cell modulator	TNAP activators	PMI inhibition	UTI89 phage lysis	PMI inhibitors	West Nile virus CPE	M1AAP inhibition	RSV antiviral HEp-2	P. falciparum M17LAP
- COc1cc(CN2CCN(Cc3ccc(C(F)(F)F)cc3)CC2)cc(OC)c1OC
  50	i	·	·	0.1%	·	-0.8%	·	6.9%	·
- CSc1ccccc1C(=O)N1CCN(c2ncccn2)CC1
  50	i	1.1	10%	-0.1%	4%	-0.8%	-8%	-0.1%	6%
- Oc1ccc(Cl)cc1CNc1cnc2ccccc2c1
  57	i	·	·	0.1%	·	-1.6%	·	11%	·
- COc1ccc(-c2nn(-c3ccccc3)cc2/C=C\C(=O)Nc2ccc(C(=O)O)cc2)cc1
  43	i	1.1	15%	·	20%	2.8%	?	40%	18%
- Cc1ccc(C)c(C(=O)COC(=O)CNS(=O)(=O)c2ccccc2)c1
  20	i	·	·	0.8%	·	-0.2%	·	2.1%	·
- CC(C)(CN1CCCCC1)NS(=O)(=O)c1ccc(Cl)cc1
  40	i	1.1	-2%	1.3%	11%	0.2%	2%	0.7%	-7%
- FC(F)(F)c1ccc(/C=N/NC(=S)NC2CCCCC2)cc1
  35	i	1	-2%	3.2%	0%	-0.7%	2%	-3.2%	0%
- COc1cc(/C=C/C(=O)N2CCc3ccccc3C2)cc(OC)c1OC
  40	i	·	·	0.8%	·	-0.7%	·	2.2%	·
- CNC(=O)CSc1nc2ccccc2c(=O)n1CCc1ccccc1
  54	i	·	·	0.1%	·	-0.8%	·	0.7%	·
- O=C(O)c1cc(-c2ccccc2)n(-c2ccccc2)n1
  11	i	1.1	-3%	-0.3%	3%	0.3%	-4%	1.2%	19%
- CCC(C(=O)NCCN1CCOCC1)n1nc(C)n2c(cc3sccc32)c1=O (stereo not drawn)
  10	i	·	·	8.6%	·	0.0%	·	1.0%	·
- O=S(=O)(c1ccccc1)c1cnn2c(C(F)(F)F)cc(-c3ccccc3)nc12
  42	i	1.1	10%	-0.1%	-4%	-0.2%	0%	1.7%	8%
- Cc1c(C#N)c2ccccc2n1CC(=O)N1CCc2ccccc2C1
  38	i	1	15%	8.8%	18%	-0.6%	·	2.3%	·
- O=C(COc1ccc2ccc(=O)oc2c1)NCCCN1CCCC1=O
  6	i	·	·	0.2%	·	-0.1%	·	4.6%	·
- O=C(CCN1C(=O)/C(=C\c2cccs2)SC1=S)Nc1nccs1
  22	i	1	7%	1.0%[50 µM]	17%	-0.4%	1%	0.8%	5%
- O=c1[nH]c(SCc2cccc(F)c2)nc2c1CCCC2
  49	i	1	8%	0.5%	2%	-0.5%	-4%	2.9%	5%
- CCOC(=O)N1CCC(N2C(=O)c3ccccc3C2Nc2ccc(S(=O)(=O)N(CC)CC)cc2)CC1 (stereo not drawn)
  31	i	1.1	-4%	0.2%	-20%	-0.5%	0%	6.1%	-1%
- Cc1ccsc1C(=O)OCC(=O)NCCC1=CCCCC1
  47	i	1.1	13%	7.1%	17%	0.6%	5%	1.6%	-3%
- Cc1ccc2cc(C#N)c(NCCNC(=O)C3CCC3)nc2c1C
  47	i	1.2	5%	-0.2%	1%	-0.8%	6%	4.6%	-5%
- O=S(=O)(Nc1ccc(Cl)cn1)c1ccc(F)cc1
  64	i	·	·	1.3%	·	1.7%	·	1.7%	·
- Cc1ccccc1Cn1c(C(=O)OC(C)C)cc2c1ccn2C
  57	i	1	20%	0.1%	-3%	-0.2%	9%	17%	17%
- ON/C=N/C(=S)Nc1ncc(C(F)(F)F)cc1Cl
  18	i	1.1	2%	0.9%	2%	0.0%	-8%	0.5%	-5%
- CC1(C)CC(=O)C=C(NCC2CCCO2)C1 (stereo not drawn)
  11	i	1	9%	1.6%	10%	0.3%	5%	1.0%	-1%
- Cc1ccc(Cn2nnc3c(=O)[nH]c(C4CCN(S(=O)(=O)c5ccccc5)CC4)nc32)cc1
  28	i	1	9%	-0.8%	0%	0.0%	2%	12%	1%
- Cc1ccc2c(c1)[nH]c1c(=O)n(Cc3ccco3)cnc12
  26	i	·	·	0.1%	·	0.1%	0%	2.5%	0%
- O=C1C2C3C=CC(C3)C2C(=O)N1CNc1ccccn1 (stereo not drawn)
  62	i	1.1	-2%	0.3%	4%	0.1%	14%	-0.2%	7%
- CCCc1nnc(SCC(=O)N2C(C)CCCC2C)n1CC1CCCO1 (stereo not drawn)
  44	i	1.1	8%	-0.5%	10%	-0.5%	0%	2.8%	15%
- Nn1c(N2CCCCC2)nc2ccccc21
  12	i	1.1	-4%	-0.5%	1%	-0.1%	7%	-0.5%	3%
- Cc1cccc(Cl)c1OCCCn1ccnc1
  54	i	·	·	1.8%	·	-0.5%	·	3.4%	·
- Cc1nn(CCC(=O)NCCc2ccccc2Cl)c(=O)c2nn(-c3ccccc3)c(C)c12
  16	i	·	·	-0.1%	·	0.8%	·	2.0%	·

Some of the entries so far, in CSV form:
molecule,T cell modulator vesicle-bound %,T cell modulator,TNAP activators,PMI inhibition,UTI89 phage lysis,PMI inhibitors,West Nile virus CPE,M1AAP inhibition,RSV antiviral HEp-2,P. falciparum M17LAP
Cc1ccccc1Cn1c(C(=O)OC(C)C)cc2c1ccn2C,57,i,1,20%,0.1%,-3%,-0.2%,9%,17%,17%
ON/C=N/C(=S)Nc1ncc(C(F)(F)F)cc1Cl,18,i,1.1,2%,0.9%,2%,0.0%,-8%,0.5%,-5%
CC1(C)CC(=O)C=C(NCC2CCCO2)C1 (stereo not drawn),11,i,1,9%,1.6%,10%,0.3%,5%,1.0%,-1%
Cc1ccc(Cn2nnc3c(=O)[nH]c(C4CCN(S(=O)(=O)c5ccccc5)CC4)nc32)cc1,28,i,1,9%,-0.8%,0%,0.0%,2%,12%,1%

More compounds.
Results follow in this order: T cell modulator vesicle-bound %	T cell modulator	TNAP activators	PMI inhibition	UTI89 phage lysis	PMI inhibitors	West Nile virus CPE	M1AAP inhibition	RSV antiviral HEp-2	P. falciparum M17LAP
- C=CCN1C(=O)c2ccc(C(=O)N(C)CC(=O)Nc3ccccc3C(F)(F)F)cc2C1=O
  20	i	·	·	0.2%	·	0.1%	·	1.0%	·
- O=C(CN(C(=O)CNS(=O)(=O)c1ccccc1)c1ccc2c(c1)OCCO2)NC1CCCCC1
  41	i	1.1	-13%	0.2%	-9%	-0.5%	8%	0.2%	-1%
- O=C(Nc1cccnc1)c1ccc(-c2cc(Cl)ccc2Cl)o1
  30	i	1	8%	-1.4%	13%	-0.1%	4%	-0.7%	2%
- Cc1nn(-c2ccccc2)c(Oc2ccccc2)c1C=O
  65	i	1.1	-4%	0.0%	-5%	-1.7%	2%	1.3%	8%
- COC(=O)Nc1ccc(S(=O)(=O)N2CCCc3cccc(O)c32)cc1
  22	i	1.1	33%	0.4%	25%	-0.3%	12%	4.2%	17%
- Cn1c(CSCc2ccc(Cl)c(Cl)c2)n[nH]c1=S
  51	i	1.8	-2%	0.3%[50 µM]	1%	-1.3%	1%	4.2%	7%
- CCOC(=O)Cn1c(=NC(=O)CSC(C)=O)sc2ccccc21
  35	i	1.2	6%	-0.6%	6%	0.8%	1%	2.6%	11%
- NC(=O)C1CCN(S(=O)(=O)Cc2ccccc2Cl)CC1
  2	i	1.1	2%	0.1%	1%	0.7%	-4%	0.9%	-3%
- CCOc1cccc(/C=N/N2C(=O)CSC2=S)c1O
  42	i	2.5	-40%	0.3%	1%	0.1%	7%	0.2%	0%
- CN(C)CCCn1c(SCc2c(Cl)cccc2Cl)nnc1-c1ccncc1
  6	i	·	·	-0.1%	·	-1.0%	·	-0.4%	·
- Cc1ccc(N(C(=O)Cn2nnc(-c3cccs3)n2)C(C(=O)NC2CCCC2)c2ccncc2)cc1 (stereo not drawn)
  49	i	1	-13%	0.8%	-17%	-0.7%	1%	2.5%	3%
- CCn1c(SCC(=O)c2ccc(Cl)cc2)nnc1C(C)C
  6	i	1.1	-8%	-1.2%	-8%	-0.3%	4%	1.5%	53%
- COc1ccccc1NCC(=O)N/N=C(\C)c1ccc(Br)s1
  67	i	1.2	12%	0.4%	17%	0.3%	3%	2.2%	-9%
- COC(=O)CN1C(=O)N/C(=C/c2ccc(C)o2)C1=O
  41	i	1.1	1%	-0.1%	-21%	0.1%	12%	-0.7%	7%
- COc1ccccc1OCC(=O)Nc1ccncc1
  62	i	·	·	-1.5%	·	-0.5%	·	-0.2%	·
- COc1ccc(NC2CCCN(C(=O)c3csc(C(C)C)n3)C2)cc1 (stereo not drawn)
  49	i	·	·	-0.1%	·	-0.7%	·	2.9%	·
- CCn1c(=O)c2c(n3cnnc13)-c1ccccc1CC21CCCCC1
  37	i	1.1	2%	0.4%	4%	-0.3%	-1%	0.0%	2%
- Cc1nc2c(ccc3c2ccc2nc(C)sc23)s1
  58	i	1.1	-8%	·	0%	-0.1%	-10%	0.3%	-7%
- CCCNC(=S)N1CCC(C(=O)c2ccc(Cl)cc2)CC1
  66	i	·	·	-0.3%	·	-1.7%	·	3.8%	·
- S=C(NCc1ccco1)Nc1ccc(Br)cn1
  5	i	·	·	-0.1%[50 µM]	·	-1.0%	·	1.2%	·
- Cc1nc2ccc3nc(NC(=O)C4COc5ccccc5O4)sc3c2s1 (stereo not drawn)
  43	i	1.1	9%	-1.7%	15%	·	3%	29%	8%
- CCOc1ccccc1NC(=O)c1nnn(CC(=O)Nc2cc(C)cc(C)c2)c1N
  55	i	·	·	0.3%	·	0.0%	·	1.3%	·
- Cc1cc(C)cc(-n2c(C)cc(/C=N/NC(=O)c3cccc([N+](=O)[O-])c3C)c2C)c1
  22	i	1.1	-4%	1.2%	3%	0.0%	3%	0.8%	14%
- COc1cccc(/C=N/NC(=O)C(C)n2nc(C)c([N+](=O)[O-])c2C)c1O (stereo not drawn)
  36	i	2	-21%	0.1%	-4%	·	4%	3.9%	4%
- O=C(O)CC1NCCc2ccccc21 (stereo not drawn)
  35	i	·	·	0.2%	·	0.1%	3%	2.1%	10%
- CCCc1ccc(S(=O)(=O)N/N=C\c2ccc3c(c2)OCO3)cc1
  59	i	·	·	-0.1%	·	-0.3%	·	1.0%	·

Source: PubChem BioAssay
